HIV RNase H inh = HIV-1 RT RNase H inhibitors, primary screen, biochemical, fluorescence; Gag-Pol polyprotein (Human immunodeficiency virus type 1 group M subtype B (isolate …; RT-RNase H RNA/DNA duplex cleavage; inhibition, % at 10 µM; 65,000 compounds, 1.9% hits; AID 565, 2006; in the data active means inhibition above about 50%
RmlCD inh mix = RmlC and RmlD coupled enzyme inhibitors, primary screen, biochemical, 384-well, compound mixtures, retest; AID 1532, 2009; RmlC/RmlD coupled enzyme inhibition, 384-well mixture HTS; inhibition, % at 5.5 µM; 110,000 compounds, 0.39% hits; in the data active means inhibition above about 30%, passing the limit was not always enough; inconclusive means no clear call, values can overlap the other calls; further: strong numbers were not always called active
The depositor's hits bear a star; ? = inconclusive; / = no result given. Only part of the results is shown (hit frequency here may not be typical).

SMILES	HIV RNase H inh	RmlCD inh mix
CCN(CC)CCNC(=O)CS(=O)Cc1nc(-c2ccc(Cl)cc2)oc1C (centres undefined)	-2	-10
COc1ccc2ccc3c(c2c1)N=C[C@]1(O3)N(C)c2ccccc2C1(C)C	/	-10
CC(C)(C)C(=O)c1cnc(Nc2ccccc2Cl)s1	/	11
Cc1ccc(S(=O)(=O)NC(=O)c2ccc(-c3ccc(C)c4ccccc34)o2)cc1	/	-17
CCC1=[N+]([O-])C(C)(/C(C)=N\O)N(O)C1(C)C (centres undefined)	51*	12
Cc1ccc2c(c1)C(=O)CCN2	/	9
CN(CCOc1ccc(Cl)cc1)c1ccc(S(=O)(=O)N2CCCCC2)cn1	3	-2
O=c1oc(-c2ccc(Br)o2)nc2ccccc12	/	-5
COC(=O)c1cn[nH]c1NC(=S)Nc1ccccc1C	/	13
Cc1ccc2nc(SCC(=O)Nc3cc(C)on3)[nH]c2c1	-2	14
Cc1cc2c(NCC(C)O)ncnc2s1 (centres undefined)	/	6
CCOc1cc(CNCCO)cc(Br)c1OCc1ccc(Cl)cc1Cl	/	-7
O=C(NNC(=O)c1sccc1-n1cccc1)c1cccc(Cl)c1	/	8
CCOC(=O)COc1ccc(-c2nnc(-c3ccccc3)o2)cc1	1	-7
CCn1c(C)c(CCC(=O)O)c(=O)n2nc(-c3ccccc3OC)cc12	-6	-3
N/C(=N\N=C\c1ccc(O)cc1O)N[N+](=O)[O-]	/	-6
O=C(NCc1nc2ccccc2[nH]1)c1ccc(Cl)c(S(=O)(=O)N2CCCC2)c1	3	19
COCP(=O)(c1ccccc1)c1ccccc1	/	1
CCc1ccc(NC(=O)c2sccc2-n2cccc2)cc1	/	-5
CC(/C=C/c1ccco1)=N/NC(=O)Cc1cccs1	/	-31
Cc1nc2cc(C(=O)O)ccc2n1-c1ccc(F)cc1F	-2	-3
CCC(CO)NC(=O)c1ccc(-c2nn(C)c(=O)c3ccccc23)cc1 (centres undefined)	/	-1
Cc1ccc2cc3cc(C(=O)N4CCN(Cc5ccccc5)CC4)sc3nc2c1	/	-10
CCOC(=O)C(CCOc1cccc(CC)c1)C(=O)OCC	-6	3
CCCCCCCCOC(=O)c1ccc(N)cc1	/	7
Cc1cccc(NC(=S)NC(=O)/C=C/c2ccco2)n1	/	10
CCOC(=O)c1c(N)sc2c1CCC1C(=O)N(C3CCCCC3)C(=O)C21 (centres undefined)	74*	-5
C=CCn1c(SCC(=O)c2ccccc2)nnc1-c1cc2ccccc2o1	13	10
C[C@@H]1CC[C@]2(O[C@H](CCO)C[C@@H](O)[C@@H]2O)O1	/	-29
OCC1(CO)COC2(CCCC2)N1	-3	3
Nc1sc2c(c1C(=O)c1ccccc1)CCCC2	/	-11
CCCc1nc2c(=O)n(C)c(=O)[nH]c2n1CCC	/	13
O=C(NCCc1cccc(F)c1)[C@@H]1CSC2c3ccccc3C(=O)N21 (some centres undefined)	24	19
O=C(Oc1c(Cl)cc(Cl)c2ccccc12)N1CCCC1	/	4
O=C(Nc1nccs1)C1C2/C=C\CCCCC21 (centres undefined)	-9	18
O=C(NCc1cccs1)c1cnn2cccnc12	-13	-5
CCC(=O)Nc1ccc2c(c1)ncn2-c1ccc(OC)cc1	/	15
COc1ccc(C(=O)Nn2c(C)nnc2-n2nc(C)cc2C)cc1OC	/	2
CS(=O)(=O)N(CC(=O)N1CCCCC1)C1CCCCC1	-7	7
CCCn1c(=NC(=O)c2ccncc2)c(C(=O)OCC)cc2c(=O)n3cccc(C)c3nc21	-8	/

By substructure: those above with an NH in an aromatic ring
SMILES	HIV RNase H inh	RmlCD inh mix
COC(=O)c1cn[nH]c1NC(=S)Nc1ccccc1C	/	13
Cc1ccc2nc(SCC(=O)Nc3cc(C)on3)[nH]c2c1	-2	14
O=C(NCc1nc2ccccc2[nH]1)c1ccc(Cl)c(S(=O)(=O)N2CCCC2)c1	3	19
CCCc1nc2c(=O)n(C)c(=O)[nH]c2n1CCC	/	13

Some of the entries so far, in markdown:
| Structure | HIV RNase H inh | RmlCD inh mix |
| --- | --- | --- |
| CCCn1c(=NC(=O)c2ccncc2)c(C(=O)OCC)cc2c(=O)n3cccc(C)c3nc21 | -8 | / |
| CS(=O)(=O)N(CC(=O)N1CCCCC1)C1CCCCC1 | -7 | 7 |
| O=C(NCc1cccs1)c1cnn2cccnc12 | -13 | -5 |

(listing goes on)
SMILES	HIV RNase H inh	RmlCD inh mix
OC1(c2cccc(C(F)(F)F)c2)CCN(Cc2nnnn2CCc2ccccc2)CC1	/	-10
CCCCCCOC(=O)C(C#N)c1nc2ccccc2nc1N1CCCCC1 (centres undefined)	8	-7
CS(=O)(=O)N1CCC(C(=O)NCc2ccco2)CC1	-8	-2
C/C=C(/C)C(=O)Nc1cccc(C2=NOC3(C2)C[C@@H](C(N)=O)N(C(=O)[C@H]2CCC(=O)N2)C3)c1 (some centres undefined)	/	9
N#Cc1ccc(Oc2ccc(C(N)=O)cc2)cc1C#N	-4	6
CCn1c(C)nc2cc(C(=O)NNS(=O)(=O)c3c(C)c(C)cc(C)c3C)ccc21	/	-11
O=C(c1cc2ccccc2oc1=O)N(Cc1ccc2c(c1)OCO2)Cc1ccco1	4	0
CCc1nc(N)nc2c1C(=O)CC(C)(C)C2	-4	-8
Oc1ccc(C[C@H]2CNC(=S)N2CCc2cc(C(F)(F)F)cc(C(F)(F)F)c2)cc1	/	-4
O=C(Cn1nc(C(F)(F)F)c2c1CCCC2)NCCN1CCOCC1	-6	1
COc1cccc(-c2cc(C(=O)N/N=C/c3ccc(OC)c(COC(C)=O)c3)c3ccccc3n2)c1	/	6
COc1ccc(COc2cc(-c3cccc(OC)c3)nc3ccc(NC(=O)c4ccc(OC)cc4)cc23)cc1	/	-56
Cc1cc(C)cc(NC(=O)NCc2nnc(SCc3ccccc3)n2C)c1	82*	-14
CCN(CC)Cc1csc2ccc(Br)cc12	/	-15
CCn1c(COc2ccc(C)cc2)nnc1SCc1nc2ccccc2[nH]1	/	-5
O=C(c1ccc(COc2c(F)c(F)c(F)c(F)c2F)o1)N1CCN(Cc2ccc3c(c2)OCO3)CC1	/	-19
CN(Cc1ccccc1)C(=O)c1cccc(NC(=O)c2ccco2)c1	-10	-6
O=C(N/N=C/c1cc2c(cc1[N+](=O)[O-])OCO2)c1ccccn1	/	-2
Cc1cc(=O)n(C(NC(=O)c2ccccc2)C(=O)c2ccccc2)cn1 (centres undefined)	/	8
N#Cc1c(-c2ccccc2)nc(N2CCCCCC2)[nH]c1=O	-8	-11
O=C(CSc1nnc2ccccn12)c1ccccc1	-4	7
c1ccc(-c2nnc(CSc3nnc(-c4ccncc4)n3Cc3ccco3)o2)cc1	-11	/
COc1ccc(NC(=O)c2c(C(F)(F)F)nn(C)c2SCc2ccccc2Cl)cc1	/	?
O=C(NCCOc1ccccc1)c1n[nH]c(=O)c2ccccc12	-23	7
COc1ccc(C(=O)N2CCC(C(=O)Nc3ccc(OC)c(OC)c3)CC2)cc1	7	3
Cc1ccc(NC(=O)CSc2nnc(-c3ccncc3)n2N)cc1C	2	-15
COc1ccc(Cn2nnnc2C(c2cc3cc(C)cc(C)c3[nH]c2=O)N2CCOCC2)cc1 (centres undefined)	1	19
O=C(CSc1nnnn1C1CC2CCC1C2)Nc1ccnc2ccccc12 (centres undefined)	-77	/
Cc1cc(-n2c(C)cc(C(=O)CSc3nc4ccccc4c(=O)n3Cc3ccco3)c2C)no1	20	-5
CCOc1ccccc1NC(=O)CCC(=O)Nc1ccc2nc(N3CCN(C)CC3)cc(C)c2c1	-17	/
CCOc1ccc(N(CC)C(=O)CCNC(=O)Cn2ccc3ccccc3c2=O)cc1	/	-1
COc1ccc(C2NC(=O)C(C)S2)cc1 (centres undefined)	/	12
Cc1ccc(CNc2ccc3c(c2)ncn3C)cc1	-2	2
NCCc1nnc(SCc2ccccc2)o1	-8	1
CC(=O)NCCOc1c(C)cc(S(N)(=O)=O)cc1C	-2	5
COc1ccccc1N1CCN(C(=O)c2cc(-c3ccc(Br)cc3)on2)CC1	-2	0
O=C(Nc1cc(S(=O)(=O)N2CCOCC2)ccc1O)c1ccco1	/	-12
CCOc1ccc(N(CC(=O)OC)S(=O)(=O)c2c(C)noc2C)cc1	-3	-1
O=c1[nH]c(CSc2ncc(-c3ccc(F)cc3)n2Cc2ccco2)nc2ccccc12	-16	-9
O=C(N/N=C/c1ccc2c(c1)OCO2)C1COc2ccccc2O1 (centres undefined)	/	-3
CC(=O)OC(C)(C)C#CCN1CCCC1	/	3
CCCn1c(N)c(C(=O)CSc2nnc(Cc3ccccc3)o2)c(=O)n(C)c1=O	2	3
COc1ccc(C(=O)Nc2nc(C)c(C)s2)cc1OC	/	-4
O=C(Cn1nc(C(F)F)cc1C(F)F)NNC(=S)Nc1ccc(F)cc1	/	-16
N#Cc1cn(CCCOc2ccccc2)c2ccccc12	/	4
CCN1CCN(c2ncc(C(=O)Nc3ccccc3C(=O)OC)c3ccccc23)CC1	-7	32
CC(OC(=O)c1nn(C)c(=O)c2ccccc12)C(=O)NCc1ccc2c(c1)OCO2 (centres undefined)	-13	-13
CCSc1ncc(C#N)c(=O)[nH]1	-7	-11
COc1ccc(-c2cc(C(F)(F)F)nc(SCC(N)=O)n2)cc1	8	-390
O=C(O)c1cccc(S(=O)(=O)NCC2CCCO2)c1 (centres undefined)	-10	-3

A stretch from further up:
SMILES	HIV RNase H inh	RmlCD inh mix
CC(=O)OC(C)(C)C#CCN1CCCC1	/	3
CCCn1c(N)c(C(=O)CSc2nnc(Cc3ccccc3)o2)c(=O)n(C)c1=O	2	3
COc1ccc(C(=O)Nc2nc(C)c(C)s2)cc1OC	/	-4
O=C(Cn1nc(C(F)F)cc1C(F)F)NNC(=S)Nc1ccc(F)cc1	/	-16

Other results follow.
SMILES	HIV RNase H inh	RmlCD inh mix
O=C1CC(c2ccccc2)CC(O)=C1C=NCC1CCCO1 (centres undefined)	-4	8
CCC(=O)NC(O)C(=O)c1ccc(C)cc1 (centres undefined)	/	-9
CCC(OC(=O)c1nsc(Cl)c1Cl)C(=O)NCc1ccco1 (centres undefined)	-43	-7
Cc1ccc(C2=CSC3=NCCN23)c(C)c1	6	/
CCCn1c(NCc2c[nH]c3ccccc23)nc2ccccc21	/	-42
Cc1nc2cc(-c3ccccc3)nn2c(C)c1CCC(=O)N1CCN(c2ccccn2)CC1	/	-13
CC(C)NC(=O)NC(=O)COC(=O)CCOc1ccccc1	/	-4
Cc1nnsc1C(=O)Nc1ccc(Cl)cc1Cl	/	59
CCOc1ncccc1C(=O)OCC(=O)Nc1cccc(C(C)=O)c1	/	-8
COc1ccc(-c2ccnc3nc(Sc4ncc(C(F)(F)F)cc4Cl)nn23)cc1	/	-57
O=C(C1=C[C@@H](c2coc3ccccc3c2=O)C[C@@H](OCc2ccc(CO)cc2)O1)N1CCOCC1	/	-8
CCn1c(SCc2nnc(-c3ccccc3)o2)nc2c1c(=O)n(C)c(=O)n2C	-9	/
COc1ccc(CC(C)N2CCN(Cc3ccccc3)CC2)c(OC)c1 (centres undefined)	2	11
O=C(Nc1ccccc1)C1CC=CCC1C(=O)OCC1CCCO1 (centres undefined)	2	-5
COc1ccccc1Oc1nnnn1-c1ccc(C(N)=O)cc1	/	-3
Cc1cc(C)nc(NC(=O)COc2cc(Cl)cc(Cl)c2)n1	/	12
O=C(CN1CCN(S(=O)(=O)c2ccc(Cl)cc2)CC1)NC(=O)NC1CCCCC1	/	-175
CC(C)N(Cc1nc(-c2ccccc2)no1)C(=O)c1ccc(Br)o1	1	-14
O=C(NCc1ccncc1)C1CCCN(S(=O)(=O)Cc2ccccc2)C1 (centres undefined)	-13	-8
CCOC(=O)N1CCN(c2c(N3CC=C(c4ccccc4)CC3)c(=O)c2=O)CC1	-6	16
Cc1nnsc1C(=O)Nc1ccc(Cl)cc1	/	12
O=C(NC1CCCc2ccccc21)C1CCN(C(=O)c2sccc2-n2cccc2)CC1 (centres undefined)	-2	6
CCOC(=O)CCc1c(C)c2ccc(OCC)c(C)c2oc1=O	/	-11
COC(=O)CCSc1cc([N+](=O)[O-])cc2c1c(C1OCCS1)nn2-c1ccccc1 (centres undefined)	/	-1
O=C(CSc1ccc2nnc(-c3ccccc3)n2n1)N1CCCCC1	3	/
Cc1ccc2cc(CN(Cc3ccco3)C(=O)c3cccs3)c(=O)[nH]c2c1	-4	6
COC(=O)c1c(C(=O)OC)c(-c2ccccc2)n2c1CCC2	/	-11
Cc1ccc(C2CC(=O)c3cnc(NC(=O)c4ccco4)nc3C2)cc1 (centres undefined)	-9	/
Cc1nc(NCc2ccccc2)[nH]c(=O)c1CCC(C)C	-7	11
COCCOC(=O)c1c(C)oc2ccc(OC(=O)COc3c(F)c(F)c(F)c(F)c3F)cc12	-8	9
COc1ccc(CNC2CCCCC2)cc1	-3	-7
COC(=O)C1CCN(C(=O)CCC2CCCCC2)CC1	/	8
CCn1c(-c2cccnc2Cl)nc2ccccc21	/	-10
Nc1cc2ccccc2oc1=O	/	31
CN(C)S(=O)(=O)c1ccc(N2CCOCC2)c(C(=O)O)c1	/	3
N=c1n(Cc2ccccc2)c2ccccc2n1CC(O)c1ccco1 (centres undefined)	-4	-9
Cc1nc(N2CCOCC2)c(C#N)c(C)c1Br	/	-9
O=C(NNS(=O)(=O)c1ccc(Cl)cc1)c1cnn(-c2ccccc2)c1-n1cccc1	/	-9
O=C(NC1CCCCC1)C1CCCN(c2nnnn2-c2ccccc2)C1 (centres undefined)	-5	3
CCn1c(COc2ccc(Cl)c(C)c2)nnc1SCC(=O)N1CCCC1	-9	3
O=C(NCCc1ccccc1)C1CCN(S(=O)(=O)c2ccc(-n3cnnn3)cc2)CC1	-4	-24

Source: PubChem BioAssay
